Autophagy mod: autophagy modulators in MEF cells, primary screen, imaging, high-content, MEF GFP-LC3; MEF GFP-LC3 puncta imaging; test concentration mostly 10 µM; calls only at 10 µM (by protocol); 190,000 compounds, 0.98% hits; AID 463193, 2010;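 active = percentage of spot-positive cells more than 3 SD above its plate mean, without a fluorescence outlier flag or 80% toxicity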;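 note: spot-positive cell cutoff set from DMSO-treated cells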
XIAP displacement: XIAP antagonists, biochemical, IAP family, fluorescence polarization (AID 1018). displacement, % at 20 µM; hits with a dose series show IC50 in µM. XIAP BIR domain, fluorescence polarization peptide displacement; higher % means a stronger effect. 200,000 compounds, 0.007% hits; in the data active = displacement above about 50%; note: a part of the inactive calls stands beside numbers as strong as those of hits
ER stress rescue: rescue of cells from ER stress-induced death, primary screen, 384-well, CSM14.1, thapsigargin, ATP luminescence (AID 1222); cellular ATP content (survival), % at 20 µM; hits with a dose series show EC50 in µM; 190,000 tested, under 10 active; CSM14.1 thapsigargin-induced death rescue, ATP luminescence; higher % means a stronger effect;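 active = EC50 below 50 µM in the dose-response confirmation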;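 note: death triggered by thapsigargin at about 15 µM added after 2 h compound pretreatment; cell ATP read after overnight thapsigargin exposure of roughly 18 to 22 hours; normalized against plate controls of thapsigargin alone and 5% DMSO vehicle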
Ins promoter up: insulin promoter activators in MIN6 cells, imaging, high-content screening, mouse beta cells; z-score at 5 µM; 190,000 compounds, 0.3% hits; AID 1625, 2009; MIN6 insulin promoter-GFP reporter; active compounds read high;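 active = z-score above 3 at 5 µM with at least 500 cells counted in the well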
Hep lipid drop: inhibitors of hepatocyte lipid droplet formation, primary screen, imaging, high-throughput imaging, BODIPY stain; AML12 mouse hepatocytes, oleate lipid droplets; inhibition, % at 6.5 µM; 240,000 compounds, 0.4% hits;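 active = lipid droplet intensity inhibited by at least 50%, with more than 500 cells counted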
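Material – AML12 mouse liver cells · Also added – oleate loading, 100 µM · Compound dosing – 6.5 µM single-point dosing · Times – overnight treatment with compound plus oleate · Measured by – fluorescence imaging, 20x objective, two fields per well · Read-out – percent inhibition of filter-corrected integrated lipid droplet intensity per well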
WT yeast gro inh: growth inhibition of WT strain, primary screen, mitochondrial fusion inhibitor project, WT and mutant strains, chemical genetic | mitochondrial fusion phenotypic screen | inhibition, % at 10 µM | 190,000 compounds, 2.1% hits | AID 1362, 2008; in the data active = inhibition above about 58%; tested in S. cerevisiae
Dynein transport: inhibitors of GR-EGFP nuclear translocation, primary screen, dynein cargo transport inhibitor project, imaging, high-content, 3617.4 mouse cells; 220,000 compounds, 0.47% hits; z-score, hits read low; AID 1381, 2008; test concentration mostly 20 µM; stimulated with dexamethasone, 1 µM; active compounds read low;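 active = plate z-score of nuclear minus cytoplasmic receptor signal below a set negative limit, without overly bright fluorescence or cell loss, cut at about -3.5 in these data, passing the limit was not always enough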;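 note: z-score of nuclear minus cytoplasmic ring GR-EGFP intensity difference per well; some compounds called inactive have numbers as strong as hits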
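medium = tetracycline-free induction medium containing charcoal-stripped FBS | also added = 1.0 µM final dexamethasone stimulus | schedule = 48 h induction, 1 h compound, 30 min dex at 37 °C | technique = fixed, Hoechst-stained cells imaged at 10x for EGFP | measure = GR-EGFP nuclear translocation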
MT stabilize HCS: microtubule stabilizers in HeLa cells, primary screen, imaging, high-content imaging. HeLa tubulin immunostaining HCS, 24 h; share of cells brighter than vehicle mean+2SD. % tubulin-high responders, % at 10 µM. 200,000 compounds, 0.83% hits;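 active = plate Z-score above 3 for both tubulin-high and condensed-nucleus cell shares, with cell loss under 80%, at 10 µM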;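 note: anti alpha tubulin signal scored within the nucleus-defined area of each cell; some results filed as inactive read as strong as hits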
bCat nuc transl: modulators of beta-catenin nuclear translocation, primary screen, imaging, HeLa cells, immunofluorescence, high-content; nuclear translocation activity, % at 5 µM; 190,000 compounds, 0.3% hits; AID 1665, 2009;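 active = nuclear translocation activity above 50% at 5 µM, with a well cell count of 50 or more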;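 note: per-cell ratio of nuclear to cytoplasmic median beta-catenin stain intensity; plate controls were DMSO negative control for no effect and GSK-3 inhibitor IX positive control for full effect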
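Read-out: Nuclear/cytoplasmic beta-catenin signal ratio, % activation | Assay system: Human HeLa cell line | Times: 24 h compound exposure at 37°C, 5% CO2 | Signal: Fluorescence imaging of beta-catenin antibody stain plus DAPI | Dosing: 5 µM primary, 0.02–20 µM confirmation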
WT yeast gro inh mutant strain: further read-out of WT yeast gro inh, marked with its call; inhibition, %; mitochondrial fusion phenotypic screen, mutant strain inhibition
Dynein transport cytoplasmic EGFP: further read-out of Dynein transport, marked with its call; z-score; measured here: cytoplasmic GR-EGFP intensity; active compounds read high
Dynein transport nuclear GR-EGFP: further read-out of Dynein transport, marked with its call; z-score; measured here: nuclear GR-EGFP intensity;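 lower value marks the stronger effect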
Dynein transport cell count: recorded beside Dynein transport, whose call it bears; z-score; measured here: cell count per field
Ins promoter up cell count: second read-out of Ins promoter up, no call of its own (marks repeat the call); cell count; measured here: cytotoxicity, nuclei count;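 total cells summed across four imaged fields per well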
Hep lipid drop cells 6.5 µM: second read-out of Hep lipid drop, no call of its own (marks repeat the call); cell count; measured here: cell count, cytotoxicity flag;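 cells counted across two imaged fields per well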
bCat nuc transl cell count 5 µM: further read-out of bCat nuc transl, marked with its call; cell count; measured here: cell count, cytotoxicity flag
MT stabilize HCS Hoechst-high %: recorded beside MT stabilize HCS, whose call it bears; % Hoechst-high responders; measured here: nuclear condensation Hoechst responders;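 share of cells brighter than vehicle mean plus two SD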
MT stabilize HCS cytotoxicity %: second read-out of MT stabilize HCS, no call of its own (marks repeat the call); toxicity, %; measured here: cytotoxicity by cell density;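 0% = mean cell density of plate MIN control wells and 100% = no cells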
Autophagy mod cell loss 18 h: recorded beside Autophagy mod, whose call it bears; toxicity, %; measured here: cell loss, nuclei count;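 cell loss after 18 h compound exposure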
Starred values were filed as active, the others as inactive; i = inactive; . = not tested or not shown.

SMILES	Autophagy mod	Autophagy mod cell loss 18 h	XIAP displacement	ER stress rescue	Ins promoter up	Ins promoter up cell count	Hep lipid drop	Hep lipid drop cells 6.5 µM	WT yeast gro inh	WT yeast gro inh mutant strain	Dynein transport	Dynein transport cytoplasmic EGFP	Dynein transport nuclear GR-EGFP	Dynein transport cell count	MT stabilize HCS	MT stabilize HCS Hoechst-high %	MT stabilize HCS cytotoxicity %	bCat nuc transl	bCat nuc transl cell count 5 µM
Cc1ccc(NC(=O)CN(C)S(=O)(=O)c2cccs2)cc1C	i	6	-4.4%	-2.0%	0.73	807	-3	827	14	12	-0.65	-0.1	-0.3	0.43	1.3	1.8	10	1.6	1051
CCCn1c2ccccc2c2nnc(SCC(=O)OCC)nc21	i	2	0.0%	-3.5%	0.62	1277	-1	775	-9	-6	-0.33	-0.16	0.14	0.62	1.5	0.8	9.9	0.3	966
COc1ccccc1N1CCN(c2cc(=O)n(-c3ccc(Br)cc3)c(=O)[nH]2)CC1	i	10	-3.8%	-0.4%	-0.42	1456	.	.	-5	-5	-0.19	-0.37	-0.16	0.63	7.2	4.9	1.6	3.2	1299
FC(F)(F)c1nc2nncn2c2c1CCCCC2	i	-1	1.1%	7.2%	.	.	6	848	-1	-1	-0.31	-0.15	-0.022	-0.2	2.0	1.2	2.8	-2.5	1164
COc1cc(OC)cc(C(=O)OCc2cc3ccccc3[nH]c2=O)c1	i	10	-5.5%	-0.8%	1.3	1056	.	.	9	1	-0.89	-0.31	-0.25	1.2	3.6	2.0	13	-4.3	818
O=C(CCSCc1ccc(Cl)cc1)NCc1cccnc1	i	-25	-2.8%	1.2%	-0.77	1177	2	730	6	11	-0.24	-0.23	-0.15	0.23	1.3	2.2	5.2	-0.2	1120
Cc1ccccc1NC(=O)c1ccc2snnc2c1	i	4	-1.4%	-0.2%	-0.2	1277	2	697	-24	7	-0.0039	-0.036	0.3	-0.079	5.1	2.3	5.4	-1.3	1046
CCCCN(C(=O)Cn1nnc2ccccc21)C(C(=O)NCCOC)c1ccc(OC)cc1 (stereo not drawn)	i	17	0.0%	1.9%	0.17	1025	.	.	.	.	0.21	-0.22	0.27	0.087	2.9	2.1	6.9	-3.2	843
O=C(O)c1ccccc1S(=O)(=O)NCC(O)COC1CCCCC1 (stereo not drawn)	i	0	-3.3%	-0.4%	-0.16	1133	.	.	-9	-16	0.24	-0.24	0.3	-0.5	3.8	3.3	5.3	-1.6	845
COc1ccc(/C=N/OCC(=O)Nn2c(C)nc3ccccc3c2=O)cc1	i	9	-4.2%	2.3%	0.1	1361	2	647	-3	-12	0.35	-0.21	-0.14	-1.1	3.0	2.6	9.8	-1.2	517
CC(NC(=O)CSc1nnc(COc2ccccc2)o1)c1ccccc1 (stereo not drawn)	i	-3	-4.4%	-1.3%	0.04	1105	.	.	8	11	0.65	-0.34	0.71	-1.1	2.9	2.0	16	-7.5	1017

3 compounds drawn at random from the list so far:
SMILES	Autophagy mod	Autophagy mod cell loss 18 h	XIAP displacement	ER stress rescue	Ins promoter up	Ins promoter up cell count	Hep lipid drop	Hep lipid drop cells 6.5 µM	WT yeast gro inh	WT yeast gro inh mutant strain	Dynein transport	Dynein transport cytoplasmic EGFP	Dynein transport nuclear GR-EGFP	Dynein transport cell count	MT stabilize HCS	MT stabilize HCS Hoechst-high %	MT stabilize HCS cytotoxicity %	bCat nuc transl	bCat nuc transl cell count 5 µM
CCCn1c2ccccc2c2nnc(SCC(=O)OCC)nc21	i	2	0.0%	-3.5%	0.62	1277	-1	775	-9	-6	-0.33	-0.16	0.14	0.62	1.5	0.8	9.9	0.3	966
CCCCN(C(=O)Cn1nnc2ccccc21)C(C(=O)NCCOC)c1ccc(OC)cc1 (stereo not drawn)	i	17	0.0%	1.9%	0.17	1025	.	.	.	.	0.21	-0.22	0.27	0.087	2.9	2.1	6.9	-3.2	843
COc1ccc(/C=N/OCC(=O)Nn2c(C)nc3ccccc3c2=O)cc1	i	9	-4.2%	2.3%	0.1	1361	2	647	-3	-12	0.35	-0.21	-0.14	-1.1	3.0	2.6	9.8	-1.2	517
